Assay outcomes deposited in PubChem by several laboratories.
GPR35 antagonists – inhibition of zaprinast-stimulated GPR35 beta-arrestin translocation – imaging, U2OS, beta-arrestin-GFP, zaprinast agonist, primary screen (AID 2058). U2OS GPR35 beta-arrestin-GFP translocation imaging, zaprinast antagonism; higher % means a stronger effect. inhibition, % at 10 µM; hits with a dose series show IC50 in µM. actives 0.052% (n = 290,000);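 active = inhibition of at least 50% with at least 30 cells and total cytoplasm GFP at most 10,000,000; inconclusive = under 30 cells or total GFP of 10,000,000 plus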
LYP phosphatase – PTPN22 lymphoid phosphatase activity blockers – biochemical, fluorescence intensity, uHTS (AID 1779). recombinant LYP phosphatase, fluorescence intensity; higher % means a stronger effect. actives 0.054% (n = 290,000). inhibition, % at 11.5 µM; hits with a dose series show IC50 in µM; in the data active = inhibition above about 50%;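 also: plate controls were vehicle with enzyme for no effect and no enzyme for full effect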
NTR1 ag – agonists of NTR1, primary screen, imaging, U2OS cells, beta-arrestin-GFP, high content (AID 493036); activation, % at 20 µM; P30989; NTR1-U2OS beta-arrestin-GFP spot imaging, agonist mode; actives 0.17% (n = 330,000);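 active = activation at or above 40% of the spot to cytoplasm intensity ratio, with at least 20 cells analyzed; inconclusive = wells under 20 cells, flagged as cytotoxic or low count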;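 also: 0% = DMSO without peptide and 100% = 100 nM NTR1 peptide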
Target sequence (P30989 whole entry, looked up): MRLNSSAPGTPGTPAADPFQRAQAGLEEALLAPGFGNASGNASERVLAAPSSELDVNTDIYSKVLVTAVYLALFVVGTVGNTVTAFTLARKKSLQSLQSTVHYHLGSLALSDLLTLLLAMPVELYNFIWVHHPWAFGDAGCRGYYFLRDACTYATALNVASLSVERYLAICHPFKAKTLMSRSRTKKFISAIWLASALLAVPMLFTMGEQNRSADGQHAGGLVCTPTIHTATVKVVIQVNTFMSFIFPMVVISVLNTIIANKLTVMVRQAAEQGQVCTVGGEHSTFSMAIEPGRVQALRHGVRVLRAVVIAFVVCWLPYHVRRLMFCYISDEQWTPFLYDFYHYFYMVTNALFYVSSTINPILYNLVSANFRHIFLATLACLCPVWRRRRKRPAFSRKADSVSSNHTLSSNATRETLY
Myeloid diff MLP – myeloid differentiation induction; ER-HoxA9 myeloid progenitors, lysozyme-GFP differentiation, flow cytometry; calls only at 10 µM; actives 1% (n = 360,000);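 active = normalized GFP-positive differentiation at or above the plate's own cutoff, the solvent-only control mean plus 3 SD; inconclusive = no clear call, values can overlap the other calls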;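 also: cells exposed to compound for four days before flow analysis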
GPR55 LPI antagonism – inhibition of LPI-stimulated GPR55 beta-arrestin translocation – imaging, U2OS, beta-arrestin-GFP, LPI agonist, primary screen (AID 2013); U2OS GPR55 beta-arrestin-GFP translocation imaging, LPI antagonism; higher % means a stronger effect; one-dose inhibition, % at 10 µM; IC50 in µM for titrated hits; actives 0.13% (n = 290,000);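 active = spots per cell inhibited over 60%, with over 100 cells counted and total cytoplasm intensity under 500,000; inconclusive = wells with under 100 cells, flagged as likely toxic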;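 also: U2OS cells stably carrying GPR55 and arrestin-GFP stimulated by 5 µM LPI near EC80; imaged beta-arrestin-GFP aggregate spots per cell after agonist stimulation; plate controls were LPI-stimulated DMSO wells for no effect and DMSO wells without LPI for full effect; some results filed as inactive read as strong as hits; confirmed hits need IC50 under 10 µM and bright autofluorescent wells are also inconclusive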
Siah-1 displacement – blockers of Siah-1 interaction with plectin peptide – biochemical, fluorescence polarization, rhodamine-plectin, uHTS, primary screen (AID 1817); Siah-1 / rhodamine-plectin peptide fluorescence polarization; higher % means a stronger effect; displacement, % at 20 µM; hits with a dose series show IC50 in µM; actives 0.02% (n = 290,000);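 active = displacement of at least 50% at 20 µM, with a fluorescence ratio check between 0.3 and a set limit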;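 also: plate controls were Siah plus tracer with DMSO for no effect and tracer alone without Siah for full effect; strong numbers were not always called active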
Rac1 GTP hydrolysis – MgcRacGAP GTPase-activating activity inhibitors, confirmation, biochemical, ADP Hunter fluorescence; MgcRacGAP-stimulated Rac1 GTP hydrolysis, ADP Hunter fluorescence; higher % means a stronger effect; GST-tagged Rac1 F28L mutant substrate; inhibition, % at 30 µM, or IC50 in µM where a hit was titrated; actives 0.6% (n = 340,000);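 active = first-screen hits whose inhibition reached a set limit at any dose in the follow-up dose series; inconclusive = inhibition above the set first-screen limit but never retested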;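 also: fluorescence reports GDP produced by GAP-driven GTP hydrolysis; strong numbers were not always called active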
PhoP inhibition – inhibitors of PhoP regulon expression, primary screen, Salmonella Typhimurium, GFP reporter (AID 1863). S. Typhimurium PhoP-regulated promoter GFP reporter, 4 h; higher % means a stronger effect. one-dose inhibition, % at 50 µM; IC50 in µM for titrated hits. actives 0.16% (n = 300,000);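 active = inhibition over 29.93%, a cutoff 3 SD above the screen mean, later confirmed by dose response; inconclusive = inhibition over 29.93% but no dose response follow-up; inactive = inhibition at most 29.93% or unconfirmed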;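 also: 0% = low Mg2+ inducing control and 100% = high Mg2+ repressing control; strong numbers were not always called active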
HIV fusion peptide – inhibitors of HIV fusion peptide binding, primary screen, biochemical, uHTS, fluorescence dequenching (AID 1986). actives 0.3% (n = 290,000). cell-free peptide binding, fluorescence dequenching, 30 min; higher % means a stronger effect. inhibition, % at 20 µM; hits with a dose series show IC50 in µM; in the data active = inhibition mostly above about 52%, no sharp cut-off; inactive = mostly below about 76%; also: some results filed as inactive read as strong as hits
NTR1 ag cell count 20 µM – recorded beside NTR1 ag, whose call it bears; cell count; measured here: cell count, cytotoxicity flag
Myeloid diff MLP GFP+ MAC1+ % – recorded beside Myeloid diff MLP, whose call it bears; GFP+ MAC1+ double positive, %; measured here: differentiation confirmed by MAC1 staining
Numbers without * were called inactive; i = inactive; u = inconclusive; x = not tested or not shown; + = active, no number. This is a random part of the collection. About 2.4% of those tested had a hit in this group.

SMILES	GPR35 antagonists	LYP phosphatase	NTR1 ag	NTR1 ag cell count 20 µM	Myeloid diff MLP	Myeloid diff MLP GFP+ MAC1+ %	GPR55 LPI antagonism	Siah-1 displacement	Rac1 GTP hydrolysis	PhoP inhibition	HIV fusion peptide
Cc1ccc(S(=O)(=O)Nc2ccccc2/C=N/c2nc3ccccc3n2C)cc1	-4%	-4%	x	x	i	0.7	19%	-3%	8%	11%	4.7%
O=C(COC(=O)c1cccs1)Nc1nc(-c2ccccc2)cs1	-15%	2%	1.6	46	i	1.0	0%	5%	-5%	-7%	-0.3%
N#Cc1nc(-c2cccs2)oc1NCCCN1CCOCC1	8%	-60%	-1.0	40	i	5.8	3%	0%	5%	29%	-1.2%
O=S1(=O)c2cccc3cccc(c23)N1CCBr	-6%	-8%	1.9	58	i	1.6	8%	6%	5%	14%	-1.6%
COc1cccc(N2CC(C(=O)Nc3nnc(SCC(=O)c4ccccc4)s3)CC2=O)c1 (centres undefined)	-1%	11%	1.7	63	i	0.5	10%	11%	6%	6%	4.8%
CCOc1ccc(-c2nnc(SCC(=O)N(CC)CC)n2N)cc1	-10%	-6%	0.0	88	i	0.7	1%	-1%	8%	13%	0.4%
Cc1cc(C(=O)NNc2cc(Cl)ccc2Cl)no1	6%	-6%	0.3	58	i	0.4	-8%	7%	-1%	-11%	-1.1%
O=C(Cn1ccc2ccccc2c1=O)NCCC(=O)N1CCN(C2CCCCC2)CC1	3%	-3%	-0.5	76	i	1.0	1%	-2%	3%	8%	0.5%
Cc1cc2nc3n(c2cc1C)CC1CC(C(=O)NCc2ccco2)N(C)C31 (centres undefined)	6%	-7%	-4.7	95	i	1.4	2%	4%	0%	0%	-1.2%
CCOC(=O)N1CCN(C(=O)CCc2ccc(S(=O)(=O)NC(C)C)cc2)CC1	3%	-11%	-0.6	59	i	0.6	16%	5%	5%	1%	1.7%
N#Cc1c(N)nc(SCC(=O)NCCc2ccccc2)c(C#N)c1-c1cccs1	-11%	-4%	1.5	106	i	1.5	2%	-1%	6%	-8%	2.9%
O=c1[nH]cnc2c1cnn2Cc1ccccc1	2%	-10%	-2.9	95	i	1.9	5%	1%	7%	19%	1.6%
COC(=O)Cn1c(=O)c2c(nc3n2CC(C)CN3Cc2ccccc2)n(C)c1=O (centres undefined)	-4%	-7%	-0.3	48	i	1.7	-3%	2%	8%	0%	-1.0%
COc1cccc(/C=C2\Oc3cc(OCC(=O)N4CCC[C@H]4C(=O)O)ccc3C2=O)c1	-10%	-9%	4.8	93	i	3.5	-16%	0%	9%	-12%	21%
COc1ccccc1N1CCN(C(=O)C(CC(C)C)NC(=O)C2CCCCC2)CC1 (centres undefined)	5%	-2%	-0.4	43	i	1.9	5%	0%	10%	-4%	1.1%
Cc1n[nH]c(=O)nc1N/N=C/c1ccc(O)c([N+](=O)[O-])c1	-3%	7%	2.3	46	i	0.6	9%	-2%	0%	4%	0.0%
Cc1cc(C(=O)COc2ccc3ccc(=O)oc3c2)c(C)n1C	0%	3%	2.3	43	i	0.5	6%	1%	5%	1%	1.7%
CN(C)c1ccc(CN(C(=O)COc2ccc(F)cc2)C2CCS(=O)(=O)C2)cc1 (centres undefined)	-9%	-6%	2.3	63	i	0.6	3%	0%	-7%	-4%	-2.7%
O=C(CSc1ccc(-c2ccco2)nn1)NCc1ccc2c(c1)OCO2	-12%	-5%	-0.2	58	i	0.3	-9%	42%	2%	-3%	21%
CC[C@@]1(c2ccccc2OC)C(=O)N(C(=O)OC)N1C(=O)OC	6%	-10%	-1.1	45	i	1.9	0%	-8%	7%	x	0.2%
CC(=O)NC(=S)Nc1ccc(NC(=O)COc2ccc(C(C)C)cc2)cc1	1%	8%	2.8	76	i	0.4	2%	18%	12%	-6%	0.9%
Cc1cnc(NC(=O)Cc2cccs2)s1	-1%	-2%	1.6	34	i	0.6	-14%	-1%	8%	-2%	0.3%
COc1cccc(N2CCN(C(=O)C3CCN(S(=O)(=O)c4ccc5c(c4)oc(=O)n5C)CC3)CC2)c1	-8%	-10%	-1.3	53	i	3.7	3%	-3%	-19%	17%	0.1%
COc1cc2c(cc1OC)C(C)N(C(=O)c1c(C)noc1C)CC2 (centres undefined)	-1%	-8%	0.5	40	i	0.2	3%	-4%	8%	-9%	-1.9%
COc1ccc(COC(=O)NC2CCN(S(=O)(=O)c3ccc(OC)cc3)CC2)cc1	9%	3%	-1.7	77	i	1.5	2%	4%	9%	-3%	-2.5%
The list goes on:
SMILES	GPR35 antagonists	LYP phosphatase	NTR1 ag	NTR1 ag cell count 20 µM	Myeloid diff MLP	Myeloid diff MLP GFP+ MAC1+ %	GPR55 LPI antagonism	Siah-1 displacement	Rac1 GTP hydrolysis	PhoP inhibition	HIV fusion peptide
COc1ccc2[nH]c(=O)c(CN(C(=O)c3ccccn3)C3CCCCC3)cc2c1	0%	-9%	-1.1	47	i	2.4	-2%	3%	0%	-3%	-0.1%
N#Cc1nc(COc2ccccc2)oc1N1CCOCC1	-5%	-1%	-0.7	57	i	0.9	4%	8%	1%	2%	2.6%
Cc1ccc(CNC(=O)[C@H]2C[C@@H]2[C@H](NP(=O)(c2ccccc2)c2ccccc2)c2ccccc2)o1	-6%	-4%	0.4	77	i	5.8	8%	1%	8%	1%	1.0%
CSc1nsc(SCc2ccc(Cl)cc2)n1	1%	-5%	4.6	55	i	6.9	2%	2%	2%	18%	-2.2%
COC(=O)C(NS(=O)(=O)c1ccccc1Br)C(C)C (centres undefined)	2%	3%	-4.1	83	i	2.4	6%	1%	2%	-7%	1.0%
O=C(NCc1nnc(SCC(=O)N2CCCc3ccccc32)o1)c1ccccc1F	-2%	-3%	-1.7	76	i	0.2	7%	-1%	1%	2%	-2.0%
Clc1ccc(-c2nnc3sc(-c4ccc(Br)o4)nn23)c(Cl)c1	-4%	0%	-1.1	36	x	x	17%	-2%	-1%	3%	1.0%
Cc1ccc(S(=O)(=O)CCc2nnc(N)s2)cc1C	-3%	-6%	0.5	49	i	5.9	4%	2%	0%	3%	0.5%
O=C(Nc1nc2cc3c(cc2s1)OCO3)c1cccc(N2C(=O)CCC2=O)c1	10%	-11%	-2.0	61	i	1.1	0%	5%	10%	-11%	1.8%
O=S(=O)(/N=C(\c1ccccc1)N1CCOCC1)c1cccs1	-9%	-6%	-1.3	62	i	0.6	-13%	2%	6%	2%	1.4%
Cc1cccc(C(=O)OCC(=O)c2ccc3c(c2)OCO3)c1O	6%	-6%	4.8	69	i	1.2	10%	4%	6%	9%	-2.8%
CC(C)(C)c1ccc(C(=O)N2CCN(c3ccc(N4CCOCC4)nn3)CC2)cc1	x	x	1.4	62	i	0.6	x	x	5%	4%	x
CS(=O)(=O)Nc1cccc(C(=O)OCCCOc2ccc(F)cc2)c1	-5%	-4%	2.6	76	i	0.5	11%	5%	4%	-1%	1.4%
CC1CCCCN1C(=O)Nc1cccc(C(F)(F)F)c1 (centres undefined)	-2%	-6%	-1.7	90	i	0.1	4%	2%	12%	0%	-0.3%
CCN(CC)C(=O)Cn1c(=O)n(-c2ccccc2)c(=O)n1CC(=O)N(CC)CC	11%	-5%	0.4	70	i	2.4	4%	-3%	4%	5%	-3.1%
O=C(Cn1c2ccc(F)cc2c2nc3n(c(=O)c21)CCS3)NCC1CCCO1 (centres undefined)	6%	-11%	0.4	56	i	4.7	-10%	-5%	6%	-1%	-0.3%
COc1cc(/C=C(\C#N)c2ccccn2)ccc1OCc1ccccc1	10%	-3%	x	x	i	0.7	0%	-3%	8%	11%	-2.4%
CC(=O)c1cccc(NC(=S)NC(=O)c2ccc(Br)cc2)c1	12%	8%	8.7	79	i	0.4	18%	0%	9%	-1%	1.6%
C/C(CC(=O)Nc1cccc2c1CCCC2)=N\NC(=O)Cc1ccccc1	16%	-8%	-0.5	48	i	1.0	13%	5%	6%	10%	2.8%
Cn1c(SCC(=O)c2ccc(O)cc2O)nnc1-c1ccccc1	1%	-2%	-1.5	71	i	0.0	13%	6%	8%	-2%	-1.0%
CCn1ncc(CN2CCN(C(=O)Nc3ccccc3C(=O)OC)CC2)c1C	-2%	-7%	-0.3	92	i	0.7	-10%	0%	7%	0%	-0.1%
COc1cc(/C=N/NC(=O)CSc2ccccn2)ccc1O	7%	-3%	0.5	40	i	0.7	-3%	17%	u	-3%	-1.6%
CCCCNC(=O)c1c(N)n(/N=C/c2ccccn2)c2nc3ccccc3nc12	-7%	-6%	10	44	x	x	-1%	-1%	x	-8%	3.9%
CCn1c(SCc2ccc(C)cc2)nnc1-c1cnccn1	-9%	0%	1.3	82	i	0.6	3%	0%	8%	-4%	0.7%
CCc1ccccc1NC(=O)NNC(=O)c1ccc2ccccc2c1O	-4%	-5%	-0.5	82	i	0.6	24%	3%	12%	-7%	5.4%
Further structures:
SMILES	GPR35 antagonists	LYP phosphatase	NTR1 ag	NTR1 ag cell count 20 µM	Myeloid diff MLP	Myeloid diff MLP GFP+ MAC1+ %	GPR55 LPI antagonism	Siah-1 displacement	Rac1 GTP hydrolysis	PhoP inhibition	HIV fusion peptide
COC(=O)c1ccc(Nc2ccc3nonc3c2[N+](=O)[O-])cc1	7%	-8%	2.1	50	i	0.7	-13%	4%	0%	-4%	0.6%
O=C(CC1Sc2ccccc2NC1=O)NCc1ccc(Cl)cc1 (centres undefined)	-12%	-5%	-1.2	57	i	0.6	4%	1%	9%	4%	0.2%
CCCCNS(=O)(=O)c1ccc2nc(SCC(N)=O)[nH]c2c1	3%	-6%	-0.7	46	i	0.8	3%	11%	5%	-7%	-0.7%
O=C1Nc2ccccc2Oc2cc([N+](=O)[O-])cc(Oc3ccccc3)c21	-1%	9%	5.0	51	+	0.6*	-7%	-6%	-13%	-3%	60%*
NC(=O)C1CCN(C(=O)c2ccc3c(=O)n(Cc4ccco4)c(SCC(=O)c4ccc(F)cc4)nc3c2)CC1	0%	-2%	0.1	51	x	x	-3%	-1%	x	8%	1.3%
N#C/C(=C(/O)CCl)c1nc2ccccc2[nH]1	-18%	2%	3.7	55	i	0.2	0%	-4%	6%	-9%	15%
CC(=O)N1c2ccc3ccccc3c2C2C=CCC2C1c1ccc(Br)cc1 (centres undefined)	-4%	6%	x	x	x	x	8%	0%	x	17%	13%
Cc1nnc(SCC(=O)Nc2ccc3c(c2)OCO3)o1	-12%	-10%	-0.1	55	i	1.6	-9%	-3%	8%	-2%	-3.9%
